# hIAP inh: human IAP inhibitors, primary screen, biochemical, luminescence, uHTS; 330,000 tested, 0.12% active; AID 2544, 2010; purified IAP, CDP-Star luminescence, 30 min; inhibition, % at 10 µM;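 active = inhibition reaching a set limit with compound at 10 µM in the primary screen, cut at about 35% in these data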;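 note: plate controls were DMSO wells with enzyme for no effect and no-enzyme buffer wells for full effect; values of inactives mirror those of a sister screen read the other way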
# Target sequence (P09923 whole entry, looked up): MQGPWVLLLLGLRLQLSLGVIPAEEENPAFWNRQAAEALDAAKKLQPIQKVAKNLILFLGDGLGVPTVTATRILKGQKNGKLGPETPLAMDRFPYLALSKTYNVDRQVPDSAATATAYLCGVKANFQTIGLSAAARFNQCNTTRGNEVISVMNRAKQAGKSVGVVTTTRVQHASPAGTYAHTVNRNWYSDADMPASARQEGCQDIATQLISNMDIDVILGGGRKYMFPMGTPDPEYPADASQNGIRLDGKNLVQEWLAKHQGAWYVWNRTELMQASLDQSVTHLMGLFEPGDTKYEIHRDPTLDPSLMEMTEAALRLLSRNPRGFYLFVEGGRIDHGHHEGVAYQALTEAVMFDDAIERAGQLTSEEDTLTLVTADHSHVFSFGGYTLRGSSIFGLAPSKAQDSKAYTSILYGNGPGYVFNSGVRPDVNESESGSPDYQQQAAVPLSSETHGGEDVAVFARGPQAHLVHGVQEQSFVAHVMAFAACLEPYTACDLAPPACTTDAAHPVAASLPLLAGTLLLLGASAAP
# hIAP activ: human IAP activators, primary screen, biochemical, luminescence, uHTS; Intestinal-type alkaline phosphatase (Homo sapiens), P09923; purified human IAP, CDP-Star luminescence, 30 min; stronger effect = higher value; 1 = vehicle-only enzyme, 0 = enzyme-free background; activation factor at 10 µM; 330,000 tested, 0.16% active;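 active = activation factor of the enzyme at least 2-fold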; note: the source names both 10 and 20 µM as test concentration; values of inactives mirror those of a sister screen read the other way
# mIAP inh: inhibitors of mouse IAP, primary screen, biochemical, luminescence, uHTS; intestinal alkaline phosphatase [Mus musculus]; purified mouse IAP, CDP-Star luminescence, 30 min; inhibition, % at 10 µM; 330,000 tested, 0.2% active; AID 2806, 2010;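 active = inhibition of at least 40% at 10 µM in the primary screen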;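 note: plate controls were DMSO with enzyme for no effect and no enzyme wells for full effect; values of inactives mirror those of a sister screen read the other way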
# mIAP activ: activators of mouse IAP, primary screen, biochemical, luminescence, uHTS | AID 2805, 2010 | muIAP, CDP-Star luminescence, 30 min; stronger effect = higher value; 1 = vehicle-only enzyme signal, 0 = enzyme-free wells | 330,000 tested, 0.24% active | activation factor at 10 µM;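 active = activation factor of at least 2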; note: the source names both 10 and 20 µM as test concentration; values of inactives mirror those of a sister screen read the other way
#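 Assay system: mouse IAP enzyme; Reagent: CDP-Star chemiluminescent phosphatase substrate; Compound: DMSO-dissolved test compounds; Incubation: 30 min, room temperature; Technique: luminescence from enzymatic CDP-Star hydrolysis; Controls: DMSO-only wells and no-enzyme negative control.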
# Apaf1 inhib: inhibitors of human Apaf-1 apoptosome, primary screen, biochemical, DEVD-Rh110 fluorescence, uHTS; AID 489030, 2010; inhibition, % at 20 µM; 330,000 tested, 0.71% active; reconstituted apoptosome caspase-3 activity; Apoptotic protease-activating factor 1 (Homo sapiens), O14727; active = inhibition of at least 40% at 20 µM;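 note: plate controls were DMSO wells for no effect and DEVD-CHO caspase inhibitor wells for full effect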
#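 Medium: Hepes buffer, pH 7.5 / System: biochemical Apaf-1 apoptosome reconstitution / Measured by: Rh110 fluorescence, excitation 480 nm, emission 540 nm / Times: compound with Apaf-1, dATP, procaspase-3 30 min, then 50 min reaction, room temperature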
# ATG4B inh: ATG4B protease inhibitors, primary screen, biochemical, fluorescence, uHTS. ATG4B cleavage of LC3-PLA2, NBD-HPC fluorescence, 1 h. inhibition, % at 8.33 µM. 340,000 tested, 0.51% active; in the data active = inhibition above about 40%
# Target sequence (Q9Y4P1 whole entry, looked up): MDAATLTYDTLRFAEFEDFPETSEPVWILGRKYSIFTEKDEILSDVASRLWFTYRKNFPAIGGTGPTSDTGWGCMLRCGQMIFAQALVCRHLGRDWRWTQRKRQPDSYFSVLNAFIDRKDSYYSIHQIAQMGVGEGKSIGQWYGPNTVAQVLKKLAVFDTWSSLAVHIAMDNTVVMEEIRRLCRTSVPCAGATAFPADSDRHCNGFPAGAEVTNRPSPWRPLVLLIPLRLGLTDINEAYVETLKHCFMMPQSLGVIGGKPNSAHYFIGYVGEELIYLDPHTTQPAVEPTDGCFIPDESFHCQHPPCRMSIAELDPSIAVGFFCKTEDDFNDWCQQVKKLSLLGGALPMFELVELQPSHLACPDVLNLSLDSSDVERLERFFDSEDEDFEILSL
# TIM10 inh: growth inhibitors of isogenic TIM10 control yeast, primary screen, counter-screen for tim10-1 yeast inhibitor project, luminescence, uHTS; 330,000 tested, 1.4% active; AID 463195, 2010; S. cerevisiae TIM10 strain growth, BacTiter-Glo luminescence, 24 h; inhibition, % at 10 µM;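 active = inhibition of 40% or more at the single tested concentration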;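 note: wild-type TIM10 isogenic control strain grown at permissive 25 °C; 0% = DMSO yeast wells and 100% = minimal medium wells without yeast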
# tim10-1 inh: growth inhibitors of tim10-1 mutant yeast, primary screen, luminescence, uHTS. S. cerevisiae tim10-1 ts strain growth, BacTiter-Glo, 24 h. inhibition, % at 20 µM. 330,000 tested, 2.2% active. AID 463190, 2010;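 active = inhibition of at least 40%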;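 note: mutant grown at 25 °C; 0% = DMSO wells with yeast and 100% = wells holding no yeast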
# NALP3 yeast inh: NALP3 inflammasome inhibitors in reconstituted yeast, primary screen, luminescence, uHTS; AID 2825, 2010; Yeast reconstituted NLRP3/ASC/caspase-1, beta-gal luminescence, 24 h; 330,000 tested, 0.39% active; inhibition, % at 10 µM;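 active = inhibition of 50% or more; inactive = inhibition below 50%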;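 note: plate controls were induced DMSO wells for no effect and uninduced yeast grown without galactose for full effect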
# The depositor's hits bear a star.
SMILES,hIAP inh,hIAP activ,mIAP inh,mIAP activ,Apaf1 inhib,ATG4B inh,TIM10 inh,tim10-1 inh,NALP3 yeast inh
O=C(CCc1nnc(-c2ccccc2)o1)NC1CCCCC1,10,0.9,7,0.93,-28,-8,-12,7,-3
Cc1ccc2cc(CN(Cc3cccs3)Cc3nnnn3CC3CCCO3)c(=O)[nH]c2c1 (centres undefined),16,0.84,7,0.93,0,-6,18,19,-8
C=CCNC(=S)NC(CC(=O)OC)c1ccc2c(c1)OCO2 (centres undefined),8,0.92,-5,1,-5,-22,-2,9,-5
O=C(NCC(=O)N(c1ccccc1F)C(C(=O)NC1CCCC1)c1ccco1)c1ccco1 (centres undefined),-4,1,5,0.95,-1,4,-11,-4,8
CCOc1ccc(CCNC(=O)C2CC(=O)N(c3ccccc3OCC)C2)cc1OCC (centres undefined),-10,1.1,-4,1,-9,-4,1,-8,4
N#Cc1ccccc1NC(=O)C1CC(=O)N(c2ccc3c4c(cccc24)CC3)C1 (centres undefined),-6,1.1,0,1,-7,-14,9,20,7
CCCc1nc(SCC(=O)N2CCOCC2)c2c(C)c(C)sc2n1,6,0.94,3,0.97,4,18,1,-9,12
CCOC(=O)c1nn(-c2ccc([N+](=O)[O-])cc2)cc1O,-2,1,3,0.97,1,-1,-15,11,19
O=C(NCc1ccco1)c1sc2cc(F)ccc2c1Cl,-13,1.1,3,0.97,5,-18,17,-2,35
CCc1ccc(NC(=O)c2cc(-c3cccs3)on2)cc1,-2,1,7,0.93,2,-10,5,3,14
OCCN1CCN(CC/C=C2/c3ccccc3Sc3ccc(C(F)(F)F)cc32)CC1,-17,1.2,-13,1.1,58*,-1,18,51*,15
Cn1c(=O)n(C)c2cc(NC(=O)CSc3nc4ccccc4c(=O)[nH]3)ccc21,5,0.95,7,0.93,1,9,-7,3,13
O=C(NCCN1CCOCC1)N1CCOCC1,15,0.85,9,0.91,-1,2,4,4,5
Cc1noc(C)c1N=Nc1ccc(Br)cc1C(=O)O,-4,1,4,0.96,-8,-2,3,-17,11
Cc1ccccc1CNC(=O)C1CCN(c2nnc(N3CCCC3=O)s2)CC1,8,0.92,5,0.95,0,2,-3,-9,8
Fc1ccccc1/C=N/n1cnnc1,-12,1.1,-2,1,8,-9,11,22,-4
Cc1ccc(OCc2nc(C#N)c(N3CCN(Cc4ccccc4)CC3)o2)cc1,-1,1,5,0.95,8,-1,25,30,8
Cc1cc(C)cc(C(=O)NC(CC(N)=O)c2ccc(NC3CCCCCCCCCCC3)c([N+](=O)[O-])c2)c1 (centres undefined),26,0.74,6,0.94,13,2,10,6,20
Cn1ccnc1SCC(=O)c1c(N)n(C)c(=O)n(C)c1=O,-7,1.1,1,0.99,-5,-3,-2,10,3
CCCCNC(=O)c1cc(C)nn1-c1ccccc1,2,0.98,-2,1,-5,-4,3,11,-7
CCOc1cccc(C(=O)Nc2cccc(C(=O)NCC(C)C)c2)c1,-14,1.1,-2,1,-4,-5,9,3,12
CCn1ncc(/C=C2/SC(=S)NC2=O)c1C,15,0.85,1,0.99,1,4,12,23,12
CCCNC(=O)c1ccccc1NC(=O)c1ccccc1N(C)S(C)(=O)=O,19,0.81,0,1,-1,-7,-11,2,8
Cc1ccc(-c2ccc(C3C(C#N)=C(N)Oc4n[nH]c(C)c43)o2)cc1 (centres undefined),-18,1.2,0,1,39,1,14,26,5
CCN(CC)S(=O)(=O)c1ccc(N/N=C/c2ccc(O)cc2)nc1,5,0.95,-3,1,2,12,25,42*,-32
Cc1cccc(N2CC(C(=O)Nc3nnc(SCCN4CCOCC4)s3)CC2=O)c1 (centres undefined),8,0.92,6,0.94,13,-6,2,-10,21
O=C(CCS(=O)(=O)c1ccccc1)Nc1ccccn1,3,0.97,2,0.98,-1,-5,-12,13,7
C=CCSc1nc(C)c2cc(C)cc(C)c2n1,2,0.98,-2,1,13,-13,7,28,25
NC(=O)C1CCN(c2nc(-c3cccs3)cs2)CC1,17,0.83,8,0.93,18,45*,23,23,8
CCOc1ccccc1N1C(=O)c2cccnc2C1=O,-4,1,-12,1.1,8,4,-20,5,11
c1ccc(-n2ncc(-c3nn[nH]n3)n2)cc1,-13,1.1,5,0.95,2,-1,-14,11,1
O=C(N[C@@H](Cc1ccccc1)C(=O)N1CCN(S(=O)(=O)c2ccccc2F)CC1)c1ccco1,-5,1,5,0.95,-2,-1,3,7,11
COc1ccc(CNC(=O)CCCC2=NS(=O)(=O)c3ccccc3N2)cc1,8,0.92,7,0.93,5,1,10,-11,3
Cn1c(=O)n(C)c(=O)n(CC(=O)N2CCCCC2)c1=O,-8,1.1,4,0.96,-3,-6,-2,4,6
O=C(COc1ccc2ccccc2c1)Nc1nccs1,-4,1,5,0.95,-17,-3,20,17,17
COc1ccc(C2N=C(N)N=C(N)N2c2ccc(C)cc2)cc1 (centres undefined),8,0.92,2,0.98,-21,-5,-166,-65,-22
Cc1ccc(C(=O)OCC(=O)Nc2cc(F)ccc2F)cc1NC(=O)c1ccco1,3,0.97,2,0.98,-2,-13,-21,5,12
CCOC(=O)c1c(C)n(CC)c2c1cc(O)c1ccccc12,-6,1.1,4,0.96,0,1,-8,-13,9
COc1ccc(CNC(=O)CN(Cc2ccc(C)cc2)C(=O)c2csnn2)cc1,-6,1.1,-7,1.1,6,0,-8,19,10
COC(CC(=O)NNC(=S)Nc1ccc(Cl)cc1)OC,6,0.94,12,0.88,-9,0,-15,9,3
COc1ccccc1CCn1c(N)cc(=O)[nH]c1=O,16,0.84,-19,1.2,5,5,-2,15,11
CCOc1ccc(NS(=O)(=O)c2ccc(-c3coc(C)n3)cc2)cc1,-9,1.1,-3,1,4,-15,-7,5,13
O=C(COc1ccc(Cl)cc1Cl)Nc1ccc(C(=O)Nc2ccccc2C(=O)O)cc1,15,0.85,10,0.9,7,-1,10,9,47
NS(=O)(=O)c1ccc(NC(=O)CN2CCCN(S(=O)(=O)c3ccc(F)cc3)CC2)cc1,-13,1.1,4,0.96,-3,5,-1,-1,2
COC(=O)c1sccc1NC(=O)Nc1cccc([N+](=O)[O-])c1,-5,1.1,66*,0.34,5,-5,20,9,6

# Profiles, looked up by structure. Values in the order: hIAP inh, hIAP activ, mIAP inh, mIAP activ, Apaf1 inhib, ATG4B inh, TIM10 inh, tim10-1 inh, NALP3 yeast inh
# Profile of `COc1ccc(CNC(=O)CN(Cc2ccc(C)cc2)C(=O)c2csnn2)cc1` : -6, 1.1, -7, 1.1, 6, 0, -8, 19, 10
# Profile of `Cc1ccc(C(=O)OCC(=O)Nc2cc(F)ccc2F)cc1NC(=O)c1ccco1` : 3, 0.97, 2, 0.98, -2, -13, -21, 5, 12
# Profile of `NS(=O)(=O)c1ccc(NC(=O)CN2CCCN(S(=O)(=O)c3ccc(F)cc3)CC2)cc1` : -13, 1.1, 4, 0.96, -3, 5, -1, -1, 2
# Profile of `O=C(N[C@@H](Cc1ccccc1)C(=O)N1CCN(S(=O)(=O)c2ccccc2F)CC1)c1ccco1` : -5, 1, 5, 0.95, -2, -1, 3, 7, 11
# Profile of `O=C(COc1ccc2ccccc2c1)Nc1nccs1` : -4, 1, 5, 0.95, -17, -3, 20, 17, 17

# Taken from above, 3 compounds:
SMILES,hIAP inh,hIAP activ,mIAP inh,mIAP activ,Apaf1 inhib,ATG4B inh,TIM10 inh,tim10-1 inh,NALP3 yeast inh
O=C(COc1ccc(Cl)cc1Cl)Nc1ccc(C(=O)Nc2ccccc2C(=O)O)cc1,15,0.85,10,0.9,7,-1,10,9,47
NS(=O)(=O)c1ccc(NC(=O)CN2CCCN(S(=O)(=O)c3ccc(F)cc3)CC2)cc1,-13,1.1,4,0.96,-3,5,-1,-1,2
COC(=O)c1sccc1NC(=O)Nc1cccc([N+](=O)[O-])c1,-5,1.1,66*,0.34,5,-5,20,9,6

# The listing continues.
SMILES,hIAP inh,hIAP activ,mIAP inh,mIAP activ,Apaf1 inhib,ATG4B inh,TIM10 inh,tim10-1 inh,NALP3 yeast inh
COc1ccccc1N1CCN(C(=O)CNC(=O)Cn2cnc3sc(C)c(C)c3c2=O)CC1,-4,1,10,0.91,11,-2,13,-10,7
COc1ccc(CCN2C(=O)CC(C(N)=O)SC2=Nc2ccc(F)cc2)cc1OC (centres undefined),-12,1.1,21,0.79,-1,-4,4,10,7
Fc1ccc(CN2C3=NCCN3c3ccccc32)cc1,-14,1.1,-10,1.1,1,8,-2,-8,-10
Cc1ccc2cc(CN(CCc3ccccc3)C(=S)NCCCN(C)C)c(=O)[nH]c2c1,-21,1.2,6,0.94,25,1,2,-2,10
Cc1ccc(C(=O)N/C(=C/c2cccs2)C(=O)NCc2ccco2)cc1,8,0.92,8,0.92,-3,-7,7,16,14
COc1ccc(-c2oc3ccc(-c4ccc(OC)nc4)cc3c2-c2ccc(OC)cc2)cc1,1,0.99,-12,1.1,0,4,19,-7,11
CCCCn1c(N)c(N(CCC(C)C)C(=O)c2cc(Cl)nc3ccccc23)c(=O)[nH]c1=O,-10,1.1,-5,1.1,8,2,-12,3,15
Cc1c(C(=O)N/N=C/c2cccnc2)sc(=S)n1C,10,0.9,-4,1,-6,6,0,-6,13
Cc1ccc(-c2cc(C(F)F)nc(NCC3CCCO3)n2)cc1 (centres undefined),12,0.88,7,0.93,29,4,0,11,34
CCC1(C)OC(=O)N(CCCn2ccnc2C)C1(C)O (centres undefined),4,0.95,10,0.9,5,-7,2,2,-11
CCOC(=O)C1=C(C)Nc2nnnn2C1c1cccc(OC)c1OC (centres undefined),12,0.88,5,0.95,8,2,-8,14,12
O=C(NCc1ccccc1)c1ccc2c(c1)C(=O)N(Cc1cccnc1)C2=O,5,0.95,-1,1,0,-3,1,-3,4
CCN(C(=O)c1ccc(S(=O)(=O)N2CCCCC2)cc1)C1CCS(=O)(=O)C1 (centres undefined),1,0.99,0,1,1,7,-8,-16,0
COc1ccc(N2CCN(C(CNC(=O)c3cccs3)c3ccco3)CC2)cc1 (centres undefined),15,0.85,8,0.92,-3,2,-1,11,18
C=CCSC1=C(C#N)C(c2ccccc2Cl)C(C(=O)c2cccs2)C(O)(C(F)(F)F)N1 (centres undefined),6,0.94,2,0.98,25,-3,16,23,-10
O=C(NCC(=O)N(c1cccnc1)C(C(=O)NC1CCCCC1)c1ccccc1F)c1ccco1 (centres undefined),11,0.89,1,0.99,3,-7,7,0,2
CCN(CC)S(=O)(=O)c1ccc(N2CCOCC2)c(NC(=O)c2ccc3c(c2)OCCO3)c1,14,0.86,3,0.97,13,4,12,19,22
Cc1ccc(C(=O)NCc2ccc3c(c2)OCO3)c(C)c1,14,0.85,4,0.96,-6,2,67*,-4,27
CCOC(=O)COc1cc(O)c2c(=O)cc(-c3ccccc3)oc2c1,13,0.87,0,1,-10,-2,-9,-6,3
Cc1nnc2ccc(Oc3ccc(-c4ccccc4)cc3)nn12,-15,1.2,5,0.95,5,-17,12,22,31
O=C(Nc1cccc(NC(=O)c2ccccc2F)c1)c1ccccc1,0,1,2,0.98,1,-5,9,-4,10
CC(C)C(c1nnnn1C1CCCC1)N1CCc2ccccc21 (centres undefined),10,0.9,1,0.99,0,-3,14,36,-43

# Bioassay records: PubChem BioAssay, Sanford-Burnham Center for Chemical Genomics
